# Source: PubChem
# Neddylation inh – inhibitors of cullin neddylation, primary screen, biochemical, TR-FRET, uHTS, NAE and Ubc12. NEDD8-conjugating enzyme Ubc12 (Homo sapiens) + NEDD8-activating enzyme E1 regulatory …. calls only at 25 µM. 360,000 compounds, 0.58% hits. AID 651699, 2012; in the data active = inhibition above about 36%
# Tb MetRS inh – T. brucei MetRS inhibitors, primary screen, biochemical, luminescence; purified T. brucei MetRS, ATP depletion, Kinase-Glo luminescence; inhibition, % at 11.9 µM; 360,000 compounds, 0.4% hits; AID 624268, 2012;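 active = inhibition above a per-plate cutoff of the control wells' mean inhibition plus 3 SD, cut at about 5.5% in these data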;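 also: 0% = DMSO wells median and 100% = median of wells with control inhibitor compound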
#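 Dosing: 11.9 µM single point; system: parasite MetRS enzyme; technique: luminescence of leftover ATP; times: 15 min enzyme-compound preincubation, 2 h reaction, 10 min detection, 25 °C; replicates: each compound tested once; read-out basis: percent inhibition relative to median high and low control wells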
# DNMT1 block – human DNMT1 methyltransferase inhibitors, primary screen, biochemical, molecular beacon, fluorescence, HinP1I cleavage, uHTS | 360,000 compounds, 0.83% hits | inhibition (reported as % activation of signal), % at 10 µM; in the data active = inhibition above about 50%
# Scp-1 inhibitor – Scp-1 phosphatase inhibitors, primary screen, biochemical, colorimetric, uHTS; Carboxy-terminal domain RNA polymerase II polypeptide A small phosphatase 1 (Homo …; Recombinant Scp1, phosphopeptide, malachite green phosphate absorbance; inhibition, % at 20 µM; 340,000 compounds, 0.88% hits;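 active = inhibition above about 50% at 20 µM, limit read from the data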;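 also: plate controls were DMSO wells with enzyme for no effect and wells lacking enzyme for full effect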
# Target sequence (Q9GZU7 76-261 limits assumed): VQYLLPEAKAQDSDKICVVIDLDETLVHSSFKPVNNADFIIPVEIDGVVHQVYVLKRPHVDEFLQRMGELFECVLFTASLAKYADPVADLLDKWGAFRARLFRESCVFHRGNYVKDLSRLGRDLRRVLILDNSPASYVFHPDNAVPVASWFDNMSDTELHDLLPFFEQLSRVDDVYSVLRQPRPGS
#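 Material: truncated SCP-1 phosphatase (76-261aa) / Buffer or medium: 50 mM Tris acetate pH 5.5, 0.005% Tween-20, 10 mM MgCl2 / Compound dosing: one concentration, 20 µM, with 1.0% DMSO / Incubation: 45 min room-temperature reaction, 5 min colour, 30 min stabiliser / Detection: colorimetric free-phosphate detection, absorbance 630 nm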
# NRP1-CendR mod – modulators of CendR peptide binding to NRP-1, primary screen, biochemical, fluorescence polarization, uHTS. AID 602438, 2012. 360,000 compounds, 0.85% hits. FAM-RPARPAR peptide binding to NRP-1. Neuropilin-1 (Homo sapiens), O14786. inhibition, % at 25 µM;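 active = inhibition or corrected inhibition above about 18%, plus a signal ratio from 0.5 to 1.5, limit read from the data, passing the limit was not always enough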; also: strong numbers were not always called active
# SUMO1-SIM PPI – modulators of SUMO1 protein-protein interactions, primary screen, biochemical, uHTS; Small ubiquitin-related modifier 1 (Homo sapiens), P63165; SUMO1 binding to a labelled peptide, TR-FRET, 1 h; inhibition, % at 20 µM; 360,000 compounds, 0.33% hits; AID 602429, 2012; in the data active = inhibition above about 37%
# Target sequence (P63165 whole entry, looked up): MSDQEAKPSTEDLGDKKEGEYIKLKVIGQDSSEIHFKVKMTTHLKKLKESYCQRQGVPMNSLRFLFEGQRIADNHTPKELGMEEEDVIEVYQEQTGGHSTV
# NadD block – inhibitors of S. aureus NadD, primary screen, biochemical, colorimetric, uHTS | purified NadD enzyme, colorimetric absorbance read-out | inhibition, % at 20 µM | 360,000 compounds, 0.78% hits | AID 602399, 2012; in the data active = inhibition above about 26%; also: some compounds past the cut are filed as inactive
# LMPTP block – LMPTP phosphatase inhibitors, primary screen, biochemical, fluorescence intensity, uHTS; 360,000 compounds, 0.22% hits; AID 651560, 2012; inhibition, % at 20 µM; Low molecular weight phosphotyrosine protein phosphatase (Homo sapiens), P24666; recombinant LMPTP-A, OMFP fluorogenic substrate;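 active = compounds that cut the enzyme signal by at least half of the control window in the single-dose screen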;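 also: plate controls were DMSO wells with enzyme plus substrate for no effect and substrate without enzyme for full effect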
# Target sequence (P24666 whole entry, looked up): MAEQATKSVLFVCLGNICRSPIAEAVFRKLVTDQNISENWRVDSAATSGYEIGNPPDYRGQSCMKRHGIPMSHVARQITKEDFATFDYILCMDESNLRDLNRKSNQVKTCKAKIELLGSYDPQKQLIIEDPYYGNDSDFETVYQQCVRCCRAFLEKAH
#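 Assay system: LMPTP-A enzyme. Input: 0.625 nM LMPTP-A final. Probe or stimulus: 400 µM OMFP. Compound dosing: single 20 µM dose. Schedule: 50 min dark incubation at room temperature. Detection: fluorescence intensity of OMFP turnover product. Read-out: percent inhibition versus substrate-only and uninhibited controls. Benchmarks: no-enzyme low control, uninhibited high control.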
# STEP inh – STEP phosphatase inhibitors, primary screen, biochemical, fluorescence intensity, uHTS. Tyrosine-protein phosphatase non-receptor type 5 (Homo sapiens), P54829. recombinant STEP, OMFP fluorogenic substrate. inhibition, % at 20 µM. 360,000 compounds, 0.25% hits. AID 588621, 2011;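 active = inhibition at 20 µM, scaled per plate between control wells, above about 37%, limit read from the data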;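 also: 0% = DMSO with enzyme and substrate and 100% = substrate only without enzyme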
# Target sequence (P54829 whole entry, looked up): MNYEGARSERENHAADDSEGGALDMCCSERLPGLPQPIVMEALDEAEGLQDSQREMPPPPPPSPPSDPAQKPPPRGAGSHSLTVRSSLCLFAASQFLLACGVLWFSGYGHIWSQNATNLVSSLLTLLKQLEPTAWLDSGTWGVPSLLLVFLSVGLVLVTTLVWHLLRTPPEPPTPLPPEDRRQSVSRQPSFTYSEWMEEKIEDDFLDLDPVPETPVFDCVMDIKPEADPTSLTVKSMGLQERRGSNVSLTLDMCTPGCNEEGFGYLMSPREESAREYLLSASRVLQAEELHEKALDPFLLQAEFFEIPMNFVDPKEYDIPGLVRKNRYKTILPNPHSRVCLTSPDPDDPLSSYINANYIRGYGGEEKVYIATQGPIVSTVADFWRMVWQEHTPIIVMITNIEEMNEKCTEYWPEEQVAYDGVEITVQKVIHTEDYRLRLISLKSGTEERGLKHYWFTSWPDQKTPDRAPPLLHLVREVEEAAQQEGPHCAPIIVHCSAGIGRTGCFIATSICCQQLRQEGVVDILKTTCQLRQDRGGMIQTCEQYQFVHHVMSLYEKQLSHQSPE
#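 Measure: Control-normalized % inhibition with plate pattern correction | Test system: STEP phosphatase, cell-free reaction | Medium: pH 6.0 Bis-Tris with DTT and Tween 20 | Technique: Fluorescence, 480/540 nm | Times: Reaction 20 min, ambient temperature | Doses: Single compound dose of 20 µM, 1% DMSO final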
# SKN-1 inh – suppressors of acrylamide-induced Pgst-4::GFP reporter in worms, primary screen, SKN-1 inhibitor project, whole organism, uHTS, GFP/RFP fluorescence ratio, strain VP596. C. elegans VP596 Pgst-4::GFP/RFP ratio, 24 h. inhibition, % at 21.8 µM. 360,000 compounds, 0.49% hits. AID 624304, 2012;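 active = interference check ratio from 0.5 to 1.5 plus GFP to RFP signal ratio inhibition reaching or exceeding a fixed threshold, cut at about 30% in these data, passing the limit was not always enough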; also: some compounds called inactive have numbers as strong as hits
# The depositor's hits bear a star; i = inactive; . = not tested or not shown.
Structure	STEP inh	LMPTP block	DNMT1 block	SKN-1 inh	NRP1-CendR mod	SUMO1-SIM PPI	Scp-1 inhibitor	NadD block	Tb MetRS inh	Neddylation inh
CCCCN1CC(COCc2ccccc2)OCCS1(=O)=O (stereo unspecified)	1	-2.5	-2	15	5	5	16	0	-0.1	i
O=C(Nc1ccc(S(=O)(=O)Nc2nccs2)cc1)C1=NN(c2ccccc2)C(=O)CC1	-1	5.8	-4	-2	-4	7	-7	8	-0.4	i
CCOC(=O)c1c(/N=C/c2ccccc2O)sc2c1CCC2	0	1.1	-38	10	-11	1	-5	3	0.3	i
CCCc1cc(=O)[nH]c(SCC(=O)N2CC3(C)CC2CC(C)(C)C3)n1 (stereo unspecified)	0	-1.5	2	6	7	6	-6	5	-0.1	i
C=CC(=O)Nc1ccc(Nc2ccnc(Nc3ccc(N4CCN(C)CC4)cc3)n2)cc1	9	47	-61	-15	6	88*	7	43*	-0.3	i
N=C(N)N=Nc1c(O)[nH]c2ccc(Br)cc12	2	5.9	-3	-11	1	-25	-3	-4	0.2	i
COc1ccc(C(=O)C2CCCCC2=O)cc1 (stereo unspecified)	-3	-2.6	-1	-6	-4	2	-16	1	-0.6	i
CCN(CC)S(=O)(=O)c1cccc(C(=O)Nc2ccccc2)c1	-16	-1.7	1	-5	6	2	-5	-4	-0.3	i
Cc1sc2ncnc(N3CCN(CCOc4ccc(Cl)cc4)CC3)c2c1C	4	3.3	-1	-9	2	-6	2	-7	-0.8	i
COc1ccc(CCNc2cc(C)[nH]c(=O)c2)cc1OC	-4	-1.7	2	-5	7	-1	-11	-3	-0.4	i
Cc1onc(-c2ccccc2Cl)c1C(=O)Oc1cc(N)n(S(=O)(=O)c2ccc(F)cc2)n1	-2	3.6	1	2	7	10	-13	6	-0.1	i
O=C1CN(C(=O)c2ccc(Br)o2)C(c2ccccc2)c2cc(Br)ccc2N1 (stereo unspecified)	1	0.7	-5	59*	-3	0	-12	2	-0.8	i
CCOc1ccc(CC(=O)N/N=C/c2cccnc2)cc1	2	-1.0	-2	8	6	-8	-7	-5	1.8	i
O=C(OCC(=O)N1CCc2ccccc21)c1cccnc1Cl	-4	-1.3	-1	-8	4	10	0	-2	-0.2	i
CN(C)c1ccc(N2C(=NC(=O)c3ccccc3)SC3CS(=O)(=O)CC32)cc1 (stereo unspecified)	0	-0.6	1	2	6	-6	-6	-6	-0.6	i
Cc1ccc(NC(=O)c2ccc(CSc3nnc(-c4ccncc4)n3C)cc2)c(C)c1	-2	-0.3	1	0	3	3	-2	1	-0.7	i
COc1cccc(CN2CC(C(=O)NCCN3CCOCC3)CCC2=O)c1 (stereo unspecified)	1	-1.7	0	-1	11	1	-5	-4	0.9	i
Cc1cc(C)c2c(C)[nH]nc2n1	0	-0.3	-4	14	9	-3	-5	-2	-0.5	i
O=C(C[C@H]1C/C=C\CCCC(=O)OC[C@H]2CCCN2C1=O)NCCO	10	4.0	3	6	12	1	0	-7	-0.6	i
CCOC(=O)c1c(NC(=S)Nc2cccc(C)c2)sc2c1CC(C)(C)SC2	-4	4.4	-8	13	-18	10	-10	25	-0.6	i
CCOC(=O)c1cccc(NC(=O)CN(C)S(=O)(=O)c2cnc[nH]2)c1	-2	-0.5	0	0	5	-1	-2	2	-0.3	i
O=c1[nH]c(CCl)nc2cc(-c3ccc(Cl)cc3)sc12	8	0.0	5	11	-12	-16	-13	2	1.4	i
COc1ccc(-c2c(NC(=O)c3ccco3)n(-c3ccc(C)cc3)nc(C)c2=O)cc1	0	-1.2	1	-6	-9	-1	3	-4	-0.9	i
Nn1c(SCc2ccc(Br)cc2)nnc1-c1ccccn1	3	-0.1	-1	9	-2	3	5	2	-0.5	i
CN(C)C(=O)COc1ccc2c(-c3ccccc3)cc(=O)oc2c1	-4	-0.7	2	-3	-4	-19	-4	-3	-0.4	i
COc1ccc(C(C(=O)NC2CCCCC2)N(C(=O)c2ccccn2)c2cccnc2)c(OC)c1 (stereo unspecified)	3	-2.0	2	8	12	2	-3	-7	-0.8	i
O=C(NCC(=O)N(c1cccc(F)c1)C(C(=O)NC1CCCC1)c1cccnc1)c1cccs1 (stereo unspecified)	-3	-0.8	-2	-1	9	2	-4	0	-0.5	i
CCOc1ccc(C(C)NC(=O)c2cc(=O)[nH]c3ccccc23)cc1OCC (stereo unspecified)	1	-1.6	2	-4	4	-3	-3	4	-0.6	i
CC(C)c1nc2sc3c(c2c(=O)[nH]1)CC(C)(C)OC3	1	2.5	0	12	6	5	-16	-6	-0.7	i
NC(=O)CCCn1c(C(=O)c2cc(Cl)c(N)c(Cl)c2)c2ccc([N+](=O)[O-])cc2[n+]1[O-]	0	0.7	-6	3	-6	-12	-5	7	-0.3	i
CN1CCN(C(=O)c2cc3c(c(-c4cccc(-c5cc6ccccc6o5)c4)n2)[C@@H](CCO)N(S(=O)C(C)(C)C)C3)CC1 (stereo partly specified)	0	-0.6	-18	-10	-11	-5	.	-7	0.0	i
O=C(OCCCOC(=O)c1ccc(Br)o1)c1ccc(Br)o1	1	0.5	1	14	-9	3	-8	-12	-0.3	i
Cc1cccc(C(=O)N=c2sccn2C)c1[N+](=O)[O-]	-1	-0.8	-2	-6	11	-1	-2	2	-0.1	i
NC(=O)C1CCN(C(=O)c2ccc(Oc3cc(Cl)cc(Cl)c3)o2)CC1	0	-0.2	-1	-11	13	-1	1	-5	-0.2	i
C#CCNC(=O)C1=C[C@H](c2ccc(Br)cc2)C[C@H](OCCCCO)O1	3	2.0	-31	-6	-13	2	-4	3	-0.1	i
COc1ccccc1OCCNC(=O)Cc1ccc(Cl)c(Cl)c1	5	-0.9	0	-7	-3	5	5	-3	-0.4	i
Cc1cnc(C(=O)OCC(=O)N=c2sccn2Cc2ccccc2Cl)cn1	-4	8.8	14	7	4	3	1	1	0.1	i
Cc1ccc([C@H]2N[C@]3(CCCN(Cc4ccc(C(F)(F)F)cc4)C3=O)[C@H]3C(=O)N(C)C(=O)[C@@H]23)cc1	1	-1.2	0	4	4	0	.	7	-0.3	i
CC(=O)Oc1ccc(C(=O)[C@H]2[C@H]3C(=O)N(c4ccccc4)C(=O)[C@H]3[C@@H]3C=CC=NN32)cc1	0	0.4	-14	17	-43	1	-8	16	0.0	i
CN1C(=O)/C(=C/c2ccc(O)c([N+](=O)[O-])c2)N(C)C1=S	-2	-6.7	-7	13	8	-1	-8	1	-0.7	i
Cc1ccccc1C(=O)N1CCC(C(=O)Nc2nccs2)CC1	-4	-2.7	1	4	0	-4	0	-3	-0.3	i
CS(=O)(=O)N(Cc1ccc(Cl)cc1)c1ccc(C(=O)N2CCN(c3ccccc3)CC2)cc1	15	1.6	-11	12	-4	3	26	18	0.0	i
Cc1cccc(N(CC(=O)N2CCCC2)S(C)(=O)=O)c1C	0	-0.2	2	27	3	4	.	4	-0.2	i
Cc1ccc(CN2CCN(C(=O)/C=C/[C@H]3O[C@@H](n4cc(C)c(=O)[nH]c4=O)C[C@@H]3O)CC2)cc1	2	-1.4	-3	0	11	2	.	-2	-0.1	i
C=CCn1c(SCC(=O)c2ccc(O)c(O)c2)nnc1-c1cccnc1	7	24	11	0	-31	13	72*	1	-0.1	i
CCCCCCC(C)NC(=S)Nc1cc(S(=O)(=O)N(C)C)ccc1C (stereo unspecified)	3	2.0	3	8	8	0	3	-3	-0.8	i
Cc1cc2c(cc1S(=O)(=O)NCc1ccccc1)n(C)c(=O)c(=O)n2C	1	-0.1	1	1	-6	-3	-4	-5	-0.1	i
C[C@@]12C(=O)Nc3cc(Cl)ccc3C(=O)N1[C@H]1c3ccccc3OC[C@@H]1[C@@H]2c1ccccc1	3	3.0	-5	6	-1	-10	-10	16	-0.1	i
CCCOc1ccc(NC(=O)C2CC(=O)N(C)C(=Nc3cccc(OC)c3)S2)cc1 (stereo unspecified)	1	1.1	-3	0	9	-3	-3	-7	-0.4	i
COc1ccc(C(=O)NC2CC2)cc1OC1CCN(Cc2ccccc2)CC1	-1	-0.2	1	3	22*	-1	-2	2	-0.3	i
CCc1ccc(NC(=O)COC(=O)CC2CCCC2)cc1	0	-1.7	1	17	10	-1	-10	-6	-0.4	i
Cc1ccc(C)c(OCCC(=O)N2CCN(S(=O)(=O)c3cc(F)ccc3F)CC2)c1	1	1.6	-2	9	-1	-2	-8	-3	-0.1	i
COc1ccc(CCNC(=O)CCCCC(=O)NCCc2ccc(OC)c(OC)c2)cc1OC	0	-1.7	2	7	4	2	-15	-1	-0.3	i
COc1ccc(OC)c(NC(=O)C2C(C(=O)O)C3(Cl)C(Cl)=C(Cl)C2(Cl)C3(Cl)Cl)c1 (stereo unspecified)	-1	-0.5	0	6	-24	3	-10	6	0.3	i
CC(C)CCN1CCC(n2nccc2NC(=O)c2ccc3c(c2)OCO3)CC1	-1	-1.5	1	-3	35*	1	-6	-7	-0.2	i
Cc1csc(=O)n1CCC(=O)OCC(=O)NNC(=O)c1ccccc1	16	0.4	-3	11	-9	2	-5	-2	0.0	i

# Record cards, from the list above. Order of values: STEP inh	LMPTP block	DNMT1 block	SKN-1 inh	NRP1-CendR mod	SUMO1-SIM PPI	Scp-1 inhibitor	NadD block	Tb MetRS inh	Neddylation inh
# `C[C@@]12C(=O)Nc3cc(Cl)ccc3C(=O)N1[C@H]1c3ccccc3OC[C@@H]1[C@@H]2c1ccccc1` across the screens: 3	3.0	-5	6	-1	-10	-10	16	-0.1	i
# `CCCOc1ccc(NC(=O)C2CC(=O)N(C)C(=Nc3cccc(OC)c3)S2)cc1` (stereo unspecified) across the screens: 1	1.1	-3	0	9	-3	-3	-7	-0.4	i

# Outcome played no part in choosing rows; 4.6% or so of the library scored in one or more.
